PolyA inhibitor: yeast polyadenylation inhibition | S. cerevisiae SKY197-pL101 polyadenylation reporter, beta-gal luminescence; efflux-impaired pdr1/pdr3 knockout yeast; score 100 = 6 SD above DMSO | calls only at 12 µM | actives 0.02% (n = 300,000) | AID 1875;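 active = lowest replicate activity score at least 50, where 100 means six control SD above control mean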;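 also: yeast exposed to compound for 9 h at 30 °C; higher score means more reporter readthrough which indicates perturbed polyadenylation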
GSK3beta inhib: human GSK3beta kinase inhibition; actives 0.038% (n = 300,000); GST-GSK3beta kinase, ADP-Glo luminescence, 60 min; stronger effect = lower value; activity score (negative = inhibition), % at 10 µM; AID 2097; P49841;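 active = more than half of replicate wells score below -50%, meaning over 50% inhibition versus plate controls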;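 also: 0% = median DMSO wells and -100% = median GW8510 positive control wells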
Target sequence (P49841 whole entry, looked up): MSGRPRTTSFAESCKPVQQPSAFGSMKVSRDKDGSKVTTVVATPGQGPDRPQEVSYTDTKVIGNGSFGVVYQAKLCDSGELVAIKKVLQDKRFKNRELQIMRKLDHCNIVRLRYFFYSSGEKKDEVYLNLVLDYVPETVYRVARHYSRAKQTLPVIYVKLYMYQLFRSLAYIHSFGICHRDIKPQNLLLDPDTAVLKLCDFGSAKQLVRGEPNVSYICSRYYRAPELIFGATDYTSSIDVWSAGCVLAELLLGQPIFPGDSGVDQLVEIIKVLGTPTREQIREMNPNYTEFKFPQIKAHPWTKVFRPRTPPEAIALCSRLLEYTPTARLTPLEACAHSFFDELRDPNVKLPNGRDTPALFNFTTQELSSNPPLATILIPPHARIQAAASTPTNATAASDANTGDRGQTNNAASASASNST
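Assay system: GST-tagged human GSK3beta kinase, cell-free; Input: 1.6 ng GSK3beta; Medium: Tris/MgCl2 kinase buffer; Timing: 60 min enzyme reaction, room temperature; Signal: ADP-Glo luminescence quantifying ADP generated by kinase; Evaluation: score relative to plate controls; Benchmarks: DMSO neutral wells and GW8510 at 20 µM as positive.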
HSF-1 act: increases HSF-1 driven luciferase reporter signal. activation, % at 9 µM. actives 1.7% (n = 300,000). NIH3T3-HGL HSF-1 luciferase reporter, MG132, 8 h; 100% = twice DMSO control signal. AID 504408;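 active = mean replicate activation of at least 50% with a set share of replicates each reaching 50%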;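 also: 0% = median of the neutral control wells and 100% = twice that signal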
KLF5 inhibitor: inhibitors of KLF5 expression; DLD-1 KLF5 promoter-luciferase reporter, luminescence; inhibition, % at 5 µM; actives 0.23% (n = 290,000); AID 1700;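 active = inhibition above a per-plate limit of that plate's mean compound inhibition plus 3 SD, cut at about 60% in these data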;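 also: 0% = DMSO wells and 100% = LY294002 at 200 µM; higher means less KLF5 promoter-driven luciferase light; inactives centre near -14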
HSF1 inh: HSF1 inhibition; NIH3T3-HGL HSE-luciferase, MG132-induced, luminescence 8 h; stronger effect = lower value; activity change, negative = inhibition, % at 7.5 µM (by protocol); actives 0.77% (n = 300,000);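 active = more than half of replicate wells show activity change below -50%, luminescence cut by over half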;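 also: luciferase reports HSF-1 transcriptional activity via heat shock element; 0% = median of DMSO wells and -100% = zero luminescence signal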
AI-2 QS modul: modulators of Vibrio harveyi AI-2 quorum sensing system; actives 0.4% (n = 300,000); Vibrio harveyi JMH597 AI-2 luminescence/OD600 ratio, 9 h; stronger effect = lower value; strain lacks LuxN and CqsS sensors; 0 = neutral-control median; AID 2094; activity change, % at 7.5 µM; in the data active = activity change below about -75%, passing the limit was not always enough;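 also: luminescence divided by OD600 gain over 9 h not by final OD600 alone; inactives centre near 13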
IEC-6 cytotox: counter-screen for KLF5 inhibitors: cytotoxicity in IEC-6 cells; inhibition, % at 5 µM; actives 0.78% (n = 290,000); IEC-6 cytotoxicity, luminescence viability; AID 1825; in the data active = inhibition above about 22%;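 also: 0% = plate median of test compound wells and 100% = cytotoxic reference compound wells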
HSP90 refold inh: inhibitors of HSP90 luciferase refolding in rabbit reticulocyte lysate. luciferase refolding luminescence, 3 h. inhibition, % at 5.6 µM. actives 0.91% (n = 290,000). AID 1789;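 active = inhibition above the screen-wide mean plus 3 SD, computed separately per campaign, cut at about 16% in these data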;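 also: 0% = DMSO wells and 100% = 60 µM geldanamycin wells; inhibitors lower the luminescence because luciferase stays unfolded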
GSK3 alpha inh: human GSK-3 alpha kinase inhibition. ADP-Glo luminescence, 60 min. P49840. actives 0.1% (n = 320,000). inhibition, % at 10 µM;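 in the data active = inhibition above about 50%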;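 also: GST-tagged GSK-3 alpha with peptide substrate and 25 µM ATP; 0% = DMSO neutral wells and 100% = GW8510 positive control wells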
Target sequence (P49840 whole entry, looked up): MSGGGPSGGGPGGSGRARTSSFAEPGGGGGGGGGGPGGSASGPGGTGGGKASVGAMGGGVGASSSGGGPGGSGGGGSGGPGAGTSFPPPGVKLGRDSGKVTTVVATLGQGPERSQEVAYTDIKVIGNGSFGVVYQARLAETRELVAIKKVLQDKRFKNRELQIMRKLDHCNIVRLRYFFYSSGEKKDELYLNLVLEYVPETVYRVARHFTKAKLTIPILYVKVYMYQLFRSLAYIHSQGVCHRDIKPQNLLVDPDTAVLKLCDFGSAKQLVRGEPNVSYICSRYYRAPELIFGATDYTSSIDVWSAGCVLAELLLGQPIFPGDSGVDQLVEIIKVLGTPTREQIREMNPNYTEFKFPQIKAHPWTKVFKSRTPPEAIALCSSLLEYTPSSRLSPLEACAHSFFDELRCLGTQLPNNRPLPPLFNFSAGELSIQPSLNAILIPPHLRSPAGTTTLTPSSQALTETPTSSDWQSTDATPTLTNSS
aSyn UTR inh: 5' untranslated region of α-synuclein, MLPCN primary screen | alpha-synuclein 5'UTR reporter, inhibitor activity | inhibition, % (tested at 7.5 µM) | actives 0.82% (n = 300,000) | AID 1813; in the data active = inhibition above about 60%;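 also: H4 neuroglioblastoma cells stably carrying SNCA 5'UTR luciferase fusion; 0% = DMSO wells and 100% = positive control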
* marks the source's active call; other numbers are inactive results.

Screening O=C(Nc1ccccc1)C1=C[C@@H](C2CCCCC2)C[C@@H](OCCCCO)O1 returned PolyA inhibitor inactive, GSK3beta inhib 0, HSF-1 act -43, KLF5 inhibitor -19, HSF1 inh -41, AI-2 QS modul 10, IEC-6 cytotox 2, HSP90 refold inh 26*, GSK3 alpha inh 1 and aSyn UTR inh 27.
`Cc1nn(C)c(C)c1C(=O)NN` gave PolyA inhibitor inactive, GSK3beta inhib -2, HSF-1 act 0, KLF5 inhibitor -5, HSF1 inh -3, AI-2 QS modul 15, IEC-6 cytotox 0, HSP90 refold inh -3, GSK3 alpha inh 0 and aSyn UTR inh 17.
`O=C(NNC(=O)c1ccc(F)cc1)C(=O)N1CCCCC1` gave PolyA inhibitor inactive, GSK3beta inhib 1, HSF-1 act 12, KLF5 inhibitor -15, HSF1 inh -7, AI-2 QS modul 32, IEC-6 cytotox -1, HSP90 refold inh 0, GSK3 alpha inh -2 and aSyn UTR inh -2.
`CN(C)Cc1ccc(-c2nc3cccc4c3n2CCNC4=O)cc1` gave PolyA inhibitor inactive, GSK3beta inhib -42, HSF-1 act -3, HSF1 inh -5, AI-2 QS modul 20, GSK3 alpha inh 33 and aSyn UTR inh 22.
`O=C(CNc1ccc(F)cc1)N/N=C/c1c(O)ccc2ccccc12` gave PolyA inhibitor inactive, GSK3beta inhib 2, HSF-1 act -2, KLF5 inhibitor 39, HSF1 inh -12, AI-2 QS modul 28, IEC-6 cytotox -3, HSP90 refold inh -8, GSK3 alpha inh -1 and aSyn UTR inh 59.
C=CCn1c(SCC(=O)N2CCc3ccccc3C2)nc2sc(CC)cc2c1=O was read as PolyA inhibitor inactive, GSK3beta inhib 1, HSF-1 act -1, KLF5 inhibitor -15, HSF1 inh -8, AI-2 QS modul 19, IEC-6 cytotox -5, HSP90 refold inh -10, GSK3 alpha inh 0 and aSyn UTR inh -3.
`COc1ccc(NC(=O)C2CCCN(S(=O)(=O)c3ccccc3)C2)c(OC)c1` (stereo unspecified) gave PolyA inhibitor inactive, GSK3beta inhib 10, HSF-1 act -7, KLF5 inhibitor -18, HSF1 inh -3, AI-2 QS modul 19, IEC-6 cytotox -3, HSP90 refold inh -3, GSK3 alpha inh 0 and aSyn UTR inh -4.
For CCOC(=O)c1ccc(C(=O)OCC)c(NC(=S)Nc2ccc([N+](=O)[O-])cc2OC)c1 the results were PolyA inhibitor inactive, GSK3beta inhib 2, HSF-1 act 1, KLF5 inhibitor 6, HSF1 inh 5, AI-2 QS modul 29, IEC-6 cytotox 1, HSP90 refold inh -4, GSK3 alpha inh -1 and aSyn UTR inh -21.
For O=C(COC(=O)c1c(F)cccc1F)NCCNC(=O)COC(=O)c1c(F)cccc1F the results were PolyA inhibitor inactive, GSK3beta inhib -1, HSF-1 act 4, KLF5 inhibitor 9, HSF1 inh -4, AI-2 QS modul 42, IEC-6 cytotox -4, HSP90 refold inh -3, GSK3 alpha inh 3 and aSyn UTR inh -13.
Screening CNC(=O)C1CC(=O)N(c2ccc(F)c(Cl)c2)C1 (stereo unspecified) returned PolyA inhibitor inactive, GSK3beta inhib -3, HSF-1 act 7, KLF5 inhibitor -12, HSF1 inh -6, AI-2 QS modul -5, IEC-6 cytotox -4, HSP90 refold inh 2, GSK3 alpha inh 0 and aSyn UTR inh -8.
`CCCCCCN1C=CC(=C/C=C(\C#N)C(=O)OCC)C=C1` gave PolyA inhibitor inactive, GSK3beta inhib 1, HSF-1 act 6, KLF5 inhibitor -8, HSF1 inh 2, AI-2 QS modul 20, IEC-6 cytotox 1, HSP90 refold inh 0, GSK3 alpha inh -1 and aSyn UTR inh 9.
CC(C)(C)c1cc(CN2CCOCC2)c(C(=O)O)o1 was read as PolyA inhibitor inactive, GSK3beta inhib 1, HSF-1 act -3, KLF5 inhibitor -24, HSF1 inh -1, AI-2 QS modul 20, IEC-6 cytotox -4, HSP90 refold inh -3, GSK3 alpha inh 4 and aSyn UTR inh 4.
`O=C(COc1ccccc1)Nc1ccc(F)cc1` gave PolyA inhibitor inactive, GSK3beta inhib -2, HSF-1 act 2, HSF1 inh 3, AI-2 QS modul 2, GSK3 alpha inh 2 and aSyn UTR inh -69.
`CC(=O)c1cccc(N(CC(=O)NC2CCCC2)C(=O)CNC(=O)c2cccs2)c1` gave PolyA inhibitor inactive, GSK3beta inhib 1, HSF-1 act -16, KLF5 inhibitor 6, HSF1 inh -3, AI-2 QS modul 8, IEC-6 cytotox 4, HSP90 refold inh -1, GSK3 alpha inh -1 and aSyn UTR inh 9.
`CC(CCc1ccc(O)cc1)NC(c1ccccc1)c1ccc(Cl)cc1` (stereo unspecified) gave PolyA inhibitor inactive, GSK3beta inhib 0, HSF-1 act -13, KLF5 inhibitor -29, HSF1 inh -4, AI-2 QS modul 10, IEC-6 cytotox -8, HSP90 refold inh -4, GSK3 alpha inh 2 and aSyn UTR inh 23.
`Cc1c(NC(=O)CSCc2ccc(Br)cc2)c(=O)n(-c2ccccc2)n1C` gave PolyA inhibitor inactive, GSK3beta inhib -2, HSF-1 act 3, KLF5 inhibitor -11, HSF1 inh -6, AI-2 QS modul -2, IEC-6 cytotox 6, HSP90 refold inh 1, GSK3 alpha inh -1 and aSyn UTR inh 36.
For COc1ccc(CC(=O)Nc2cc(C)ccn2)cc1OC the results were PolyA inhibitor inactive, GSK3beta inhib 0, HSF-1 act 13, HSF1 inh 0, AI-2 QS modul 14, GSK3 alpha inh 9 and aSyn UTR inh -10.
Cc1ccc(NC(=O)CCNS(=O)(=O)c2ccc3c(c2)CCC(=O)N3)cc1C was read as PolyA inhibitor inactive, GSK3beta inhib 5, HSF-1 act 10, KLF5 inhibitor 0, HSF1 inh 4, AI-2 QS modul -2, IEC-6 cytotox -6, HSP90 refold inh -7, GSK3 alpha inh 0 and aSyn UTR inh 10.
Screening N#Cc1c(/N=C/c2ccco2)sc2c1CCC2 returned PolyA inhibitor inactive, GSK3beta inhib 1, HSF-1 act -10, KLF5 inhibitor 10, HSF1 inh -6, AI-2 QS modul 24, IEC-6 cytotox -10, HSP90 refold inh 4, GSK3 alpha inh -2 and aSyn UTR inh -9.
For Cn1c(SCC(=O)OCc2ccccc2)nnc1-c1ccco1 the results were PolyA inhibitor inactive, GSK3beta inhib -1, HSF-1 act 7, KLF5 inhibitor 9, HSF1 inh -7, AI-2 QS modul 17, IEC-6 cytotox 0, HSP90 refold inh -1, GSK3 alpha inh -2 and aSyn UTR inh 13.
O=C(CNC(=O)Cc1ccc(Cl)cc1)NCC(=O)N1CCCCC1 was read as PolyA inhibitor inactive, GSK3beta inhib -1, HSF-1 act -13, KLF5 inhibitor -10, HSF1 inh -8, AI-2 QS modul 9, IEC-6 cytotox 2, HSP90 refold inh 23*, GSK3 alpha inh 5 and aSyn UTR inh 2.
`CS(=O)(=O)N(CC(=O)Nc1ccc(S(=O)(=O)N2CCOCC2)cc1)c1cccc(F)c1` gave PolyA inhibitor inactive, GSK3beta inhib -5, HSF-1 act 10, KLF5 inhibitor -13, HSF1 inh -2, AI-2 QS modul 20, IEC-6 cytotox -8, HSP90 refold inh -2, GSK3 alpha inh -1 and aSyn UTR inh 11.
Cc1ccc(CSc2nc3ccccc3c(=O)n2Cc2ccco2)cc1 was read as PolyA inhibitor inactive, GSK3beta inhib 0, HSF-1 act 12, KLF5 inhibitor -13, HSF1 inh 10, AI-2 QS modul 17, IEC-6 cytotox 1, HSP90 refold inh 1, GSK3 alpha inh 2 and aSyn UTR inh 16.
Screening Cc1cc(NC(=O)CSc2nnnn2C)n(-c2ccccc2)n1 returned PolyA inhibitor inactive, GSK3beta inhib -5, HSF-1 act -12, KLF5 inhibitor -17, HSF1 inh -2, AI-2 QS modul 7, IEC-6 cytotox -5, HSP90 refold inh -5, GSK3 alpha inh -1 and aSyn UTR inh 2.
Screening COc1ccc(CC(=O)Nc2ccc(-c3cn4ccccc4n3)cc2)cc1OC returned PolyA inhibitor inactive, GSK3beta inhib -1, HSF-1 act 27, KLF5 inhibitor -59, HSF1 inh 16, AI-2 QS modul 12, IEC-6 cytotox -1, HSP90 refold inh -1, GSK3 alpha inh 27 and aSyn UTR inh -86.
`Cc1cccc(NC(=O)Nc2cccc(F)c2)n1` gave PolyA inhibitor inactive, GSK3beta inhib -3, HSF-1 act 19, KLF5 inhibitor -25, HSF1 inh 13, AI-2 QS modul 8, IEC-6 cytotox 6, HSP90 refold inh 4, GSK3 alpha inh 0 and aSyn UTR inh -119.
CC(=O)c1ccc(NC(=O)C2=CC(c3cccs3)=NS(=O)(=O)N2C)cc1 was read as PolyA inhibitor inactive, GSK3beta inhib 5, HSF-1 act -7, KLF5 inhibitor -39, HSF1 inh -9, AI-2 QS modul 19, IEC-6 cytotox -3, HSP90 refold inh -3, GSK3 alpha inh -1 and aSyn UTR inh 10.
O=C(CSc1nnc(NC(=O)C2CC2)s1)NCc1ccco1 was read as PolyA inhibitor inactive, GSK3beta inhib 1, HSF-1 act -17, KLF5 inhibitor 12, HSF1 inh 2, AI-2 QS modul 18, IEC-6 cytotox 0, HSP90 refold inh 3, GSK3 alpha inh -1 and aSyn UTR inh 24.
Screening O=C(N/N=C/c1c(F)cccc1Cl)C1CC1 returned PolyA inhibitor inactive, GSK3beta inhib -4, HSF-1 act -2, KLF5 inhibitor -16, HSF1 inh 0, AI-2 QS modul 21, IEC-6 cytotox -1, HSP90 refold inh 2, GSK3 alpha inh -1 and aSyn UTR inh -4.
For Cc1c(C=O)c2ccccn2c1C(=O)c1ccc(Cl)c([N+](=O)[O-])c1 the results were PolyA inhibitor inactive, GSK3beta inhib 0, HSF-1 act 7, KLF5 inhibitor -13, HSF1 inh -2, AI-2 QS modul 14, IEC-6 cytotox 8, HSP90 refold inh 2, GSK3 alpha inh 1 and aSyn UTR inh 6.
For COc1ccc(S(=O)(=O)NCC(c2ccco2)N2CCOCC2)cc1 (stereo unspecified) the results were PolyA inhibitor inactive, GSK3beta inhib -1, HSF-1 act -18, HSF1 inh 5, AI-2 QS modul -1, GSK3 alpha inh -2 and aSyn UTR inh 4.

Retrieved by structure from the list above (two):
O=C(CSc1nnc(NC(=O)C2CC2)s1)NCc1ccco1 was read as PolyA inhibitor inactive, GSK3beta inhib 1, HSF-1 act -17, KLF5 inhibitor 12, HSF1 inh 2, AI-2 QS modul 18, IEC-6 cytotox 0, HSP90 refold inh 3, GSK3 alpha inh -1 and aSyn UTR inh 24.
`Cc1cccc(NC(=O)Nc2cccc(F)c2)n1` gave PolyA inhibitor inactive, GSK3beta inhib -3, HSF-1 act 19, KLF5 inhibitor -25, HSF1 inh 13, AI-2 QS modul 8, IEC-6 cytotox 6, HSP90 refold inh 4, GSK3 alpha inh 0 and aSyn UTR inh -119.

Source: PubChem (several laboratories)

A portion of the library; the hit share may differ from the screen's.
